Rev-erbA mod = modulates human Rev-erb alpha binding to DNA. P20393. Rev-erbα–FITC-DNA binding, fluorescence polarization, 90 min. activity, % at 10 µM. 0.79% of 370,000 active. AID 1259318;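 active = activity above about 14%, limit read from the data; passing the limit was not always enough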;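 note: 0% = DMSO wells with 35 nM protein and 100% = DMSO wells with 750 nM protein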
PRMT1 inh = blocks human protein arginine methyltransferase 1; Q99873; recombinant PRMT1, activity-based probe fluorescence polarization; inhibition, % at 2.79 µM; 1.3% of 370,000 active; AID 652257;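 active = inhibition above about 21% made by adding two undisclosed values, limit read from the data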
SIAE inh = inhibitors of human sialic acid acetylesterase SIAE; SIAE FP-Rh probe binding, fluorescence polarization; AID 1053197; Q9HAT2; inhibition, % at 9.66 µM; 0.69% of 370,000 active;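 active = inhibition above a cutoff: mean of compounds within the control limits plus 3 SD of those, cut at about 17% in these data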;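 note: 0% = plate median of compound wells and 100% = probe without SIAE protein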
Target sequence (Q9HAT2 whole entry, looked up): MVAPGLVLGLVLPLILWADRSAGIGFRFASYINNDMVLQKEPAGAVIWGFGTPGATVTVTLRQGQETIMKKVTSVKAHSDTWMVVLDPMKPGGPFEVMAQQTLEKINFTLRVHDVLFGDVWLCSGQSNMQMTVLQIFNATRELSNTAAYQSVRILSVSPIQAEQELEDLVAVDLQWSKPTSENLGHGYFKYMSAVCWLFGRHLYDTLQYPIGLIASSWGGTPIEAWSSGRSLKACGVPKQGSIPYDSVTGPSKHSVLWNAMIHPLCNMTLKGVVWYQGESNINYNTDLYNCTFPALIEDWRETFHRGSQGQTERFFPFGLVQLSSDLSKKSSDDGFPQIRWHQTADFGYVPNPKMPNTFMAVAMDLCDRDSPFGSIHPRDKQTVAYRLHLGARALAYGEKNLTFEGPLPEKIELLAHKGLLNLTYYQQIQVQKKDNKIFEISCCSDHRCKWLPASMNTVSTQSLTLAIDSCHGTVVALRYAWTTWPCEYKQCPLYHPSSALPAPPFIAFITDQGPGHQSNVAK
TCR CD3 inh = human TCR-CD3 binding inhibition. TAMRA-labeled TCR probe fluorescence, biochemical. inhibition, % at 9.4 µM. 0.37% of 360,000 active. AID 651800; in the data active = inhibition above about 19%;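 note: recombinant mutant TCR 2C K166C tagged with TAMRA read by polarization; 0% = receptor in buffer alone and 100% = receptor with positive control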
TDP2 inh = blocks human TDP2 phosphodiesterase activity | O95551 | recombinant TDP2, T5PNP hydrolysis, p-nitrophenol absorbance 415 nm | inhibition, % at 12.8 µM | 0.34% of 370,000 active;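 active = inhibition above the mean of all tested compounds plus 3 SD, set per campaign, cut at about 25% in these data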;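 note: 0% = DMSO with enzyme and 100% = buffer with substrate but no TDP2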
Target sequence (O95551 whole entry, looked up): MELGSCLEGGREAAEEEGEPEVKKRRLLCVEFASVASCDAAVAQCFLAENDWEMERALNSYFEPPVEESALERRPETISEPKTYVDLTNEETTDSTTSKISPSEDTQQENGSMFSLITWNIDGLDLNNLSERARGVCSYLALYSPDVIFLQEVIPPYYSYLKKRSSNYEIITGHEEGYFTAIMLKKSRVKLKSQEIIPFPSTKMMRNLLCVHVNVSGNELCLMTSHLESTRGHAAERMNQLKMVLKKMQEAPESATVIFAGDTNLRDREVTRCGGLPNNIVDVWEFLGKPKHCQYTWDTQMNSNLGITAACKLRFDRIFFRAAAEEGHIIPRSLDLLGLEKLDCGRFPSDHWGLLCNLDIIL
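System – recombinant human TDP2 · Quantity – TDP2 enzyme at 120 nM final · Doses – single concentration, 12.8 µM nominal, with 1% DMSO · Incubation – 2 h at 37 °C · Measured by – epi absorbance of p-nitrophenol freed from T5PNP by hydrolysis · Read-out – % inhibition relative to enzyme-containing and enzyme-free wells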
mABHD4 FP = inhibits mouse alpha/beta hydrolase domain 4; Q8VD66; purified mABHD4, FP-Rh probe fluorescence polarization; inhibition, % at 8.92 µM; 0.54% of 370,000 active; AID 720543;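 active = inhibition exceeding the mean over every tested compound plus 3 SD, cut at about 30% in these data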;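 note: 0% = plate median of compound wells and 100% = S159A mutant with DMSO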
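Test system: mABHD4 protein | Buffer or medium: HEPES pH 7.0 buffer, 150 mM NaCl, 0.01% Pluronic F-127 | Probe or stimulus: FP-Rh fluorescent activity-based probe, added after compound pre-incubation | Timing: Pre-incubation 45 min, probe exposure 60 min, at 25 °C | Technique: Fluorescence polarization, excitation 525 nm, emission 598 nm, BODIPY TMR filters | Repeats: Single well per compound (singlicate)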
PG9 Ab binder = small molecules binding HIV-1 gp120 antibody PG9; TR-FRET gp120-PG9 antibody binding; inhibition, % at 6.7 µM; 0.43% of 360,000 active; AID 624416; in the data active = inhibition above about 8.5%
rCAG binder = molecules binding r(CAG) RNA repeats | r(CAG) RNA repeat, TO-PRO-1 dye displacement fluorescence | inhibition, % at 3 µM | 1.3% of 370,000 active | AID 651821;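 active = inhibition above the plate cutoff, the mean of all test compounds on that plate plus 3 SD, cut at about 35% in these data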;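 note: 0% = DMSO alone and 100% = 100 µM mitoxantrone as full dye displacement; higher means more dye released from RNA so lower well fluorescence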
HTRA1 inhibitor = blocks human HTRA1 serine peptidase; inhibition, % at 5.96 µM; 0.5% of 340,000 active; recombinant HTRA1, FP-rhodamine activity-based probe, fluorescence polarization; in the data active = inhibition above about 36%;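 note: 0% = enzyme with DMSO and 100% = wells lacking enzyme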
LEDGF integ inh = blocks HIV-1 LEDGF/p75-dependent DNA integration | TR-FRET IN-LEDGF/p75 DNA integration, Eu/Cy5 | inhibition, % at 3.7 µM | 0.64% of 370,000 active;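 active = inhibition above the screen-wide mean plus 3 SD, cut at about 13% in these data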;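 note: signal is the Cy5 over europium emission ratio at 671 and 618 nm; 0% = plate median of compound wells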
* = called active by the depositor; i = inactive; x = not tested or not shown; + = active, no number.

SMILES | Rev-erbA mod | PRMT1 inh | SIAE inh | TCR CD3 inh | TDP2 inh | mABHD4 FP | PG9 Ab binder | rCAG binder | HTRA1 inhibitor | LEDGF integ inh
CCOC(=O)CC1(O)CSc2nc(N)cc(=O)n21 (configuration not stated) | -3.1 | -6.4 | 9.5 | -2.3 | -3.2 | 1.7 | -2.2 | 3.4 | x | 5.2
CC(C)CCN(C(=O)c1cn2ccccc2n1)c1c(N)n(Cc2ccccc2)c(=O)[nH]c1=O | 3.2 | 0.6 | 9.2 | -4.7 | -1.9 | -1.1 | 1.4 | 0.5 | -3.5 | -0.6
C=CCn1c(SCC(=O)Nc2nncs2)nnc1-c1ccco1 | -1.4 | -1.7 | 3.8 | 3.3 | 4.2 | 4.1 | -1.0 | 5.8 | 4.0 | 1.6
Cn1c(N)c(C(=O)COC(=O)c2cc(C3CC3)nc3ccccc23)c(=O)n(Cc2ccccc2)c1=O | 0.3 | -0.6 | -69.1 | 4.2 | 3.0 | -65.4 | 1.0 | 13.1 | -84.5 | -2.0
O=C(NC1CCS(=O)(=O)C1)c1ccc(S(=O)(=O)NCC2CCCO2)cc1 (configuration not stated) | -1.3 | 3.4 | -4.4 | -5.5 | -4.2 | -12.9 | 1.1 | 2.6 | 5.5 | -2.6
CC(C)N(C(=O)[C@H]1C[C@H](CC(=O)NCc2cccc(C(F)(F)F)c2)C(=O)N2CCc3c([nH]c4cc(CCC(=O)N(C)C)ccc34)[C@]12C)C(C)C | 9.7 | 6.9 | -5.2 | -14.4 | -7.2 | -7.2 | -0.6 | 2.0 | -4.9 | -8.0
Cc1cc(C(=O)N2CCOCC2)c(C)o1 | -2.5 | 3.9 | -1.5 | -2.5 | -15.8 | 1.9 | -0.7 | -0.7 | 1.1 | 2.4
O=C(CCCCn1c(=O)c2ccccc2n(CC(=O)Nc2cccc(F)c2)c1=O)NCc1ccco1 | -7.6 | 2.5 | -8.3 | -2.1 | -3.1 | -8.2 | 0.0 | 5.5 | -10.8 | 0.0
Cc1cc(NC(=O)/C=C\C(=O)O)c([N+](=O)[O-])cc1C | 0.1 | 46.7* | -5.4 | -1.6 | -16.7 | -9.4 | -0.8 | 4.2 | 5.6 | 8.2
O=C(/C=C\c1ccco1)c1ccc(NC(=O)c2ccco2)cc1 | -32.9 | 19.4 | -11.2 | 2.8 | 9.7 | -7.5 | 5.0 | 22.0 | -37.1 | 9.8
CN(CC(=O)Nc1ccc(F)cc1)C(=O)COC(=O)c1nc(Cl)ccc1Cl | -5.7 | 4.0 | 8.4 | -1.3 | -2.0 | -1.8 | -1.2 | 3.2 | 1.3 | 0.9
Cc1ccc(NC(=O)C2CCN(c3ncnc4sc(C)c(C)c34)CC2)cc1S(=O)(=O)N(C)C | 0.8 | -2.9 | -16.4 | -0.7 | -9.9 | -26.8 | -0.4 | 6.7 | -36.3 | 1.2
COc1ccc(N2CCN(C(=O)Cn3ncc4c([nH]c5ccccc54)c3=O)CC2)cc1 | -0.1 | -0.7 | 3.6 | 10.8 | 1.1 | 0.3 | -1.3 | 0.5 | -0.4 | -5.8
CCOCCCNC(=O)C1CCN(S(=O)(=O)N2CCCC2)CC1 | 1.9 | 0.1 | -5.8 | -2.8 | 9.3 | -3.5 | 3.4 | 0.5 | 4.9 | -2.6
CN(C)c1ncc(S(=O)(=O)c2ccccc2)c(-c2ccc(Cl)cc2Cl)n1 | 3.3 | -1.8 | 1.2 | 6.4 | -2.7 | -8.5 | 1.9 | -5.1 | -19.9 | -0.9
CCc1ccccc1N1CCN(S(=O)(=O)c2cc(OC)ccc2OC)CC1 | 1.8 | -1.9 | -5.9 | -5.6 | 5.8 | -7.0 | 0.9 | -0.8 | -36.3 | -4.4
Cc1ccc(CNC(=O)c2ccc(OCC3CCCO3)cc2)cc1 (configuration not stated) | 0.4 | -1.1 | 4.1 | 5.0 | 7.2 | -0.1 | -0.4 | -3.5 | 2.6 | 2.0
CC12CCC(C(=O)N(NC(=O)c3ccc(O)cc3)C1=O)C2(C)C (configuration not stated) | 4.4 | 3.9 | 2.6 | 7.5 | 10.3 | -0.3 | -1.1 | -3.3 | 3.9 | -1.4
CC(=O)c1n[nH]nc1Nc1nc(C)cc(C)n1 | 0.3 | -0.6 | -2.8 | 1.6 | -1.4 | 2.0 | -2.2 | -1.5 | -2.1 | 0.9
O=C(Cc1ccccc1)Nc1ccccc1C(=O)Nc1ccccc1 | 1.6 | -1.1 | -3.3 | -0.6 | 11.3 | 4.9 | -0.3 | -1.4 | 0.8 | 0.8
CCCc1noc2c1/C(=N\O)CC(CC(C)SCC)C2 (configuration not stated) | -2.3 | 1.7 | 3.6 | 2.3 | -0.3 | -7.6 | -2.6 | -5.1 | -5.5 | 2.1
COC(=O)NCC(c1ccco1)N1CCN(c2ccc(OC)cc2)CC1 (configuration not stated) | 4.9 | -1.6 | -1.6 | -9.2 | -15.2 | -4.7 | 1.0 | 2.8 | 0.3 | 0.8
CNc1ccc2c3c(cccc13)C(=O)N(C)C2=O | 382.1* | + | 69.7* | 83.5* | -6.6 | 102.6* | -15.4 | i | 83.7* | 1.1
C/C(=N\Nc1ccc(Cl)c(C(=O)O)c1)c1cccc([N+](=O)[O-])c1 | -3.5 | -0.2 | -3.9 | 1.9 | 4.5 | -13.3 | -0.8 | 12.4 | 1.0 | -0.6
C=CCNC(=O)/C(C#N)=C/c1ccccc1Cl | -3.5 | 2.2 | 3.8 | 0.6 | 2.2 | -4.8 | 1.0 | 3.8 | 0.5 | 3.7
Cc1cccc(C)c1NC(=O)Cn1nnc(C(=O)Nc2ccc(F)cc2F)c1N | 2.5 | -2.4 | -3.5 | 1.6 | 18.5 | -5.7 | 1.8 | 2.9 | -0.1 | 5.2
CCOc1ccc(NC(=O)NCCCN2CCCC2)cc1 | -3.8 | 0.6 | 2.6 | 2.8 | -0.7 | -0.2 | 0.0 | -0.9 | -0.6 | 2.0
Cc1cnc(C(=O)OCC(=O)Nc2ccc(Cl)cc2)cn1 | -2.9 | -4.2 | -3.7 | -6.7 | -19.2 | -12.0 | -0.7 | 3.4 | -4.3 | 2.2
CCOC(=O)c1ccc(NC(=O)c2cccnc2)cc1 | 2.2 | 0.1 | -4.4 | 6.0 | 3.8 | -0.7 | -1.7 | -1.8 | 0.1 | -0.1
CC(C)CN(CCC(=O)O)CC(C)C | -2.2 | -3.4 | -6.1 | 2.9 | 1.3 | 0.7 | -0.1 | -0.3 | 0.2 | 1.3
CCOC(=O)c1ccc(NC2c3ncccc3C(=O)N2Cc2ccc(F)cc2)cc1 (configuration not stated) | 1.2 | 1.6 | -0.7 | 4.0 | -4.9 | 4.5 | 0.2 | -2.2 | -8.1 | 4.0
O=C(CCSc1ccc(Cl)cc1)N1CCN(c2ncccn2)CC1 | -2.1 | -0.9 | -9.3 | 6.3 | -6.5 | 1.1 | -0.4 | -5.3 | -2.7 | -1.1
Cc1ccc(C(=O)NC(=S)NCc2cccnc2)cc1 | 4.3 | 1.6 | 8.0 | 4.2 | 2.1 | -4.3 | -1.1 | -5.5 | -3.9 | -0.8
C=Cn1cc[n+](CC(=O)c2cccs2)c1 | -2.1 | -2.5 | 14.8 | 0.2 | -11.6 | 2.8 | -0.7 | -0.8 | 4.6 | -0.4
COc1ccccc1NC1=Nc2cccc3cccc1c23 | 3.1 | 2.8 | 3.7 | -7.3 | -5.4 | 7.7 | 0.3 | 0.7 | x | -4.1
N/C(=N\OC(=O)CCCOc1ccccc1)c1ccccc1 | 5.6 | -1.1 | 2.2 | 9.1 | -7.0 | 1.4 | -2.6 | -5.8 | -12.9 | -1.5
COC(=O)[C@]12C[C@H](CC(=O)NCCc3ccccc3OC)C(=O)N(CCc3ccc(OC)c(OC)c3)C1=C[C@H](C(C)C)O[C@@H]2C1CC1 | -4.4 | 4.8 | 3.7 | x | 3.1 | 1.8 | x | 3.3 | x | 0.1
CCn1c(SCC#N)nc2cc(S(=O)(=O)N3CCOCC3)ccc21 | 8.4 | -5.0 | 8.5 | 5.7 | -6.5 | 1.6 | 0.2 | -0.1 | 9.7 | 0.6
O=C(O)CNC(=O)CC1S/C(=N/N=C2/NC(=O)CS2)NC1=O (configuration not stated) | 7.4 | 1.5 | 3.4 | 1.5 | 1.2 | -7.2 | -2.4 | 1.8 | -4.0 | -0.7
COc1ccc(C2CC(Cn3cc(C#N)c(=O)n(C)c3=O)ON2C)cc1 (configuration not stated) | -0.1 | 0.1 | 7.6 | 1.8 | 14.3 | 5.2 | -1.1 | -3.5 | x | -1.4

Entries listed above that bear a hit mark in Rev-erbA mod:
SMILES	Rev-erbA mod	PRMT1 inh	SIAE inh	TCR CD3 inh	TDP2 inh	mABHD4 FP	PG9 Ab binder	HTRA1 inhibitor	LEDGF integ inh
CNc1ccc2c3c(cccc13)C(=O)N(C)C2=O	382.1*	+	69.7*	83.5*	-6.6	102.6*	-15.4	83.7*	1.1

Further entries follow:
SMILES | Rev-erbA mod | PRMT1 inh | SIAE inh | TCR CD3 inh | TDP2 inh | mABHD4 FP | PG9 Ab binder | rCAG binder | HTRA1 inhibitor | LEDGF integ inh
O=S(=O)(Cc1ccccc1)Nc1cccc(Br)c1 | 11.3 | -1.8 | -1.6 | -1.0 | 0.9 | -7.6 | -2.0 | 3.6 | -4.8 | 2.6
CCc1cc(-c2nnn(CCC3COCCO3)c2CC)cc(CC)c1-c1cn(Cc2ccc3ccccc3c2)nn1 (configuration not stated) | -3.2 | -0.4 | -5.3 | -2.0 | -10.1 | -7.0 | -0.7 | 9.7 | -30.5 | -3.4
C=CCN(C(=O)[C@@H](C)[C@@H](O)c1ccc(Cl)cc1)c1ccccc1 | 6.9 | -5.1 | -1.8 | x | -3.3 | 0.2 | x | -2.6 | x | 4.4
CN(Cc1ccccc1)C(=O)c1[nH]cnc1C(=O)Nc1ccc(Cl)cc1 | 5.0 | 0.9 | 4.2 | -2.1 | 3.9 | -16.0 | 0.8 | 3.5 | -24.8 | 2.9
CCNC(=O)c1ccccc1SCC(=O)Nc1ccc(F)cc1 | -4.4 | 0.7 | -3.3 | 0.0 | 5.7 | -2.9 | 0.9 | 0.2 | -2.1 | 0.5
CCc1nc(SCC(=O)NC2CC2)c2c(C)c(C)sc2n1 | 6.5 | 3.0 | 0.1 | 1.3 | 17.6 | 2.4 | -1.4 | -1.1 | 3.1 | 0.6
CC(C)Cc1cc(C(=O)Nc2ccccc2)c2ccccc2n1 | -0.7 | 1.6 | -3.0 | -1.1 | -4.4 | -5.6 | 1.4 | -4.5 | -32.8 | -0.1
CSCCC(NC(=O)c1cccc([N+](=O)[O-])c1)c1nc2ccccc2[nH]1 (configuration not stated) | -3.6 | 0.5 | -1.8 | 0.4 | -7.7 | 1.0 | 0.1 | 6.1 | -5.0 | -1.4
CCCCN(CC)CCCNC(=O)c1cn(C)c2ccc(S(=O)(=O)N(C)C3CCCCC3)cc2c1=O | -2.2 | -6.3 | -1.7 | 4.8 | -7.8 | 7.9 | -3.3 | -3.9 | 6.7 | 5.5
O=C(CCNS(=O)(=O)c1ccccc1)N1CCC(Cc2ccccc2)CC1 | -1.3 | -0.8 | 16.3 | -6.4 | -1.1 | 2.7 | 1.1 | -7.8 | -6.9 | 0.8

Screens from PubChem BioAssay.

Only part of the results is shown; rates above refer to the full screens.
